# Screening results: PubChem, several laboratories
# GlmU inhibition – inhibition of mycobacterial GlmU enzyme – biochemical, glucosamine-1-phosphate acetyltransferase (AID 1376); M. tuberculosis GlmU acetyltransferase enzyme assay; higher % means a stronger effect; inhibition, %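 (tested at 30 µM in the primary screen)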; hits with a dose series show IC50 in µM; hit rate 0.25% among 220,000; in the data active = inhibition above about 13%; inconclusive = no clear call, values can overlap the other calls;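 also: 0% = complete reaction with vehicle and 100% = reaction without substrate; strong numbers were not always called active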
# Mtb RmlCD inh – M. tuberculosis RmlC/RmlD inhibition. P9WH09+P9WH11. RmlC+RmlD coupled enzyme assay, percent inhibition; primary screen in compound mixtures. inhibition, % at 3.6 µM. hit rate 0.03% among 160,000. AID 1533; in the data active = inhibition mostly above about 34%, no sharp cut-off; inconclusive = no clear call, values can overlap the other calls; inactive = mostly below about 22%; also: some results filed as inactive read as strong as hits
# Target sequence (P9WH09 whole entry, looked up): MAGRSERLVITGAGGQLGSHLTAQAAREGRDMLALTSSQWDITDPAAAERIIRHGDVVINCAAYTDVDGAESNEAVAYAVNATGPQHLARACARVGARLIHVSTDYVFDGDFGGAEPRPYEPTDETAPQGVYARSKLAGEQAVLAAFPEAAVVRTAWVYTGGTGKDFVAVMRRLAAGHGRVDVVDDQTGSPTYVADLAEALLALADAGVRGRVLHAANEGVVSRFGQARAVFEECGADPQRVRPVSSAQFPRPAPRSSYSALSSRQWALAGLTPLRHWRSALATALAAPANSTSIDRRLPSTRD
# Target sequence (P9WH11 whole entry, looked up): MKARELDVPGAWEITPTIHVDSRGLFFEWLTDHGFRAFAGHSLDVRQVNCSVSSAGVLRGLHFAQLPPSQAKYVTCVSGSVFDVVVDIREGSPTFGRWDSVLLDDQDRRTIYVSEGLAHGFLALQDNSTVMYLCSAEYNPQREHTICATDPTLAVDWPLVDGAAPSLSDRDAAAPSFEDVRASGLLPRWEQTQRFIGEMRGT
# * marks the source's active call; other numbers are inactive results; ? = inconclusive; . = not tested or not shown. A portion of the library (hit frequency here may not be typical).
# Second line of a record – GlmU inhibition	Mtb RmlCD inh
> CCOC(=O)c1cc2c(=O)n3ccccc3nc2n(Cc2ccco2)c1=NC(=O)c1cccc(OC)c1
    -0.9%	-2
> CC(C)CCOCC(O)CCC(=O)NNC(=S)Nc1ccccc1 (stereo unspecified)
    -0.4%	-8
> O=C(CSc1ccc([N+](=O)[O-])cc1)Nc1cccc(S(=O)(=O)Nc2ccccc2F)c1
    2.6%	37
> COc1ccc(Cc2c(O)nc(SCC(=O)c3ccc(OC)cc3)[nH]c2=O)cc1
    3.0%	-15
> CCOC(=O)NC1(C(F)(F)F)N=C(c2ccccc2)NC1=O (stereo unspecified)
    4.4%	17
> Cc1ccc(NC(=O)Cn2c(CCC(=O)O)ccc2-c2cccs2)cc1
    -4.1%	17
> Cc1ccc(N2CCN(/N=C/c3c(C)nn(-c4ccccc4)c3Cl)CC2)cc1
    3.3%	5
> c1ccc2c(CCNC3=NCCC3)c[nH]c2c1
    -4.7%	-9
> Cc1[nH]nc2oc(=O)c(CCO)c(C)c12
    -1.6%	10
> COc1ccc(NCc2nnc(SCC(=O)Nc3cccc(C)c3)o2)cc1
    -3.4%	.
> CC(=O)N[C@H]1[C@H]([C@H](O)[C@H](O)CO)OC(C(=O)O)=C[C@@H]1O
    -3.8%	.
> O=C(Nc1ncc(S(=O)(=O)c2ccc([N+](=O)[O-])cc2)s1)c1ccccc1F
    6.6%	-3
> CCCOC(=O)Nc1nc(-c2ccc(C)cc2)c(C)s1
    3.1%	1
> COc1ccc(NC(=O)c2ccc(Cn3cc(Cl)cn3)cc2)cc1
    3.0%	-13
> CCn1c(Cc2ccc(OC)cc2)nnc1SCC(=O)Nc1nc2ccccc2s1
    0.9%	.
> Cc1ccccc1Cn1nc(C)c(NC(=O)c2noc3c2CC(C(C)(C)C)CC3)c1C (stereo unspecified)
    2.5%	-2
> COc1ccc(CCNC(=O)CN2CCCc3ccccc32)cc1OC
    -1.3%	.
> CC1CN(C(=O)Cc2ccc(-c3ccccc3)cc2)CC(C)O1 (stereo unspecified)
    -4.3%	-7
> CN(C)/C=C(\C=[N+](C)C)c1[nH]ncc1[N+](=O)[O-]
    -0.5%	3
> O=C(O)CC1NCCc2ccccc21 (stereo unspecified)
    -1.6%	.
> CCOC(=O)c1c(C)[nH]c(C2=NNC(=Nc3ccccc3OC)SC2)c1C
    0.0%	-8
> COC(=O)C1=C(Nc2ccccc2NC(=O)CCCC(=O)O)CSC1
    -3.8%	-3
> CCc1c(C)nc(SC)n(CC#N)c1=O
    0.7%	-4
> COC(=O)c1sc(-c2ccc(C(C)(C)C)cc2)cc1NC(=O)COCC(=O)O
    -0.4%	-10
> O=C(CCn1c(=O)sc2ccccc21)NCc1cccs1
    -5.0%	.
> O=C(Nc1ccc2c(c1)OCO2)c1ccc[n+]([O-])c1
    -5.9%	-5
> CCOC(=O)C1=C(N)OC(C)=C(C(=O)OCCOC)C12C(=O)Nc1ccccc12 (stereo unspecified)
    0.3%	8
> Nc1c(C(=O)NCc2ccco2)sc2nc3c(cc12)C(=O)CCC3
    1.9%	-3
> CCOC(=O)c1c(NC(=O)Nc2cccc(Cl)c2)sc(C)c1C
    2.9%	-6
> CCOC(=O)c1cncn1C(C)c1ccccc1 (stereo unspecified)
    2.3%	-10

# Ordered by SMILES length (largest number first): part of the list above.
# Second line of a record – GlmU inhibition	Mtb RmlCD inh
> CCOC(=O)c1cc2c(=O)n3ccccc3nc2n(Cc2ccco2)c1=NC(=O)c1cccc(OC)c1
    -0.9%	-2
> O=C(CCn1c(=O)sc2ccccc21)NCc1cccs1
    -5.0%	.
> CCOC(=O)c1cncn1C(C)c1ccccc1 (stereo unspecified)
    2.3%	-10

# Record cards, from the list above:
# CCOC(=O)c1cncn1C(C)c1ccccc1 (stereo unspecified) reads GlmU inhibition = 2.3%; Mtb RmlCD inh = -10
# Nc1c(C(=O)NCc2ccco2)sc2nc3c(cc12)C(=O)CCC3 reads GlmU inhibition = 1.9%; Mtb RmlCD inh = -3

# (more compounds)
# Second line of a record – GlmU inhibition	Mtb RmlCD inh
> CCCCn1c(CN2CCN(c3ccccc3)CC2)nc2c1c(=O)n(C)c(=O)n2C
    -0.4%	-12
> Cc1ccc(N(C(=O)C2CCCO2)C2C=CS(=O)(=O)C2)cc1Cl (stereo unspecified)
    -6.9%	-2
> CCn1c(SCC(=O)Nc2ccc3c(c2)c2ccccc2n3CC)nnc1-c1cnccn1
    -1.0%	3
> Cc1ccc(S(=O)(=O)Nc2ccnc(-c3cccnc3)n2)cc1
    1.1%	.
> NC(=O)C1CCN(S(=O)(=O)Cc2ccccc2Cl)CC1
    2.9%	-10
> CCOc1cccc(/C=N/N2C(=O)CSC2=S)c1O
    5.4%	8
> Cc1ccc(N(C(=O)Cn2nnc(-c3cccs3)n2)C(C(=O)NC2CCCC2)c2ccncc2)cc1 (stereo unspecified)
    -4.2%	.
> CCn1c(SCC(=O)c2ccc(Cl)cc2)nnc1C(C)C
    5.8%	5
> COc1ccccc1NCC(=O)N/N=C(\C)c1ccc(Br)s1
    2.6%	2
> COC(=O)CN1C(=O)N/C(=C/c2ccc(C)o2)C1=O
    3.2%	4
> Cc1nc2c(ccc3c2ccc2nc(C)sc23)s1
    1.9%	-2
> CCn1c(=O)c2c(n3cnnc13)-c1ccccc1CC21CCCCC1
    -1.0%	-3
> Cc1nc2ccc3nc(NC(=O)C4COc5ccccc5O4)sc3c2s1 (stereo unspecified)
    .	-6
> Cc1cc(C)cc(-n2c(C)cc(/C=N/NC(=O)c3cccc([N+](=O)[O-])c3C)c2C)c1
    -3.7%	.
> COc1cccc(/C=N/NC(=O)C(C)n2nc(C)c([N+](=O)[O-])c2C)c1O (stereo unspecified)
    -0.7%	7
> CC(=O)c1ccc(-c2ccc(Cn3c(C)nc4cc(N)c(C)nc43)cc2)cc1
    2.8%	-8
> Cc1ccc2[nH]c3c(c2c1)CN(C(=O)CN1CCCc2ccccc21)CC3
    -13%	-9
> O=C(CSc1nnc(SCc2ccccc2Cl)s1)N/N=C/c1ccc(C(=O)O)cc1
    4.1%	2
> O=C(COC(=O)c1ccccn1)Nc1ccc2c(c1)OCO2
    2.5%	.
> CC1CCCCN1Cc1ccc(-c2nnn(CC(=O)NC3CCCCC3)n2)cc1 (stereo unspecified)
    -0.1%	.
> COc1ccccc1/C=N/NC(=S)NCc1ccco1
    -3.4%	-3
> CCc1ccccc1N(CC(=O)O)S(C)(=O)=O
    -7.5%	-1
> Cc1nc(-c2ccncc2)nc(NCCNc2ncccc2C(F)(F)F)c1Cl
    -7.6%	9
> Cc1nc(-c2ccc(Cl)cc2)sc1C1(C)CC(c2ccccc2F)=NO1 (stereo unspecified)
    -0.6%	.
> COc1ccc(/C(C)=N/NC(=O)OC(C)(C)C)cc1[N+](=O)[O-]
    7.9%	-1
> CC(C)Oc1cccc(C(=O)C2CCCN(Cc3cnn(C(C)C)c3)C2)c1 (stereo unspecified)
    2.7%	.
> O=C(CCc1nc2ccccc2[nH]1)Nc1ccccc1F
    -4.6%	.
> COc1ccc(NC(C)C(=O)N/N=C/c2ccccc2OCc2cccc(Br)c2)cc1 (stereo unspecified)
    4.5%	3
> COc1ccc(S(=O)(=O)N(CC(=O)NC(C)C)Cc2ccccc2)cc1
    1.2%	-6
> CCOC(=O)c1ccc(N(C(=O)c2cnccn2)C(C(=O)NC2CCCCC2)c2cn(C)nc2C)cc1 (stereo unspecified)
    2.2%	-5
> CCCC1(C(=O)OC)NC(c2ccco2)C2C(=O)N(c3ccc(C)cc3)C(=O)C21 (stereo unspecified)
    -3.5%	4
> Brc1ccc(-c2nc(-c3cccnc3)no2)o1
    7.2%	.
> Cc1cc[n+](-c2[nH]c(=O)sc2/C=N/NC([S-])=Nc2ccccc2)cc1C
    -0.2%	-1
> CCCCC[n+]1cccc2c3ccccc3ccc21
    -2.6%	13
> c1cc(-c2nnc3n2CCC3)[nH]n1
    4.6%	-5
> Cc1ccnc(NS(=O)(=O)c2ccc(NC(=O)COc3ccccc3)cc2)n1
    4.0%	7
> Cc1ccc(S(=O)(=O)N2CCCCC2)cc1C(=O)c1nccn1C
    3.4%	.
> Cc1ccccc1C(=O)N/N=C1/SCC(=O)N1Cc1ccccc1
    -4.0%	-7
> Cn1c(=O)c2c(O)c(Cc3ccccc3)c(=O)n(C)c2n(C)c1=O
    -2.7%	8
> S=C1NCCNC(=S)NCCOCCOCCN1
    -7.3%	-8
> COc1ccccc1NC(=S)N(Cc1ccco1)Cc1cc2cc(C)c(C)cc2[nH]c1=O
    3.1%	5
> CCOC(=O)COn1c(=O)c(C)[n+]([O-])c2ccccc21
    -3.5%	-5
> COc1ccc(NC(=O)C2CCCN(S(=O)(=O)c3cccc4nonc34)C2)cc1 (stereo unspecified)
    -3.1%	-9
> CCn1c(=O)c(=O)[nH]c2cc(C(=O)Nc3ccc(S(=O)(=O)N4CCCC4)cc3)ccc21
    ?	-10
> COc1ccc(/C(C#N)=C/c2ccccn2)cc1
    0.5%	4
> COC(=O)[C@@H]1C[C@H]1[C@@H](NS(=O)(=O)c1ccccc1)c1ccccc1
    -2.1%	.
> CCOC(=O)c1cc(-c2ccc(C)cc2)n(CC(=O)NCc2ccco2)c1C
    3.8%	65
> Cc1noc(C)c1COc1ccc(C(=O)O)cc1
    1.8%	12
> COc1c(-c2ccc(O)cc2)oc2cc(O)cc(O)c2c1=O
    11%	.
> COc1cccc(-c2cc(C(=O)Nc3c(C)nn(Cc4ccccc4)c3C)no2)c1
    0.1%	-4
> CN(C)C(=O)OCc1n(C)cc[n+]1C
    -6.1%	2
> CC(C)C1NC(=S)N(Cc2ccccc2)C1=O (stereo unspecified)
    -2.8%	-7
> CCN(CC)S(=O)(=O)c1ccc2oc(C(=O)N3CCc4ccccc4C3)c(C)c2c1
    6.8%	11
> O=C(CN(C(=O)c1ccccc1Cl)C1CCCCC1)Nc1ccc(Cl)c([N+](=O)[O-])c1
    3.1%	-8
> O=C(Nc1nnc(SCc2ccc(F)cc2)s1)C1Cc2ccccc2CN1C(=O)c1ccco1 (stereo unspecified)
    -3.5%	.
> CCCCCn1c(SCCOCC)nc2c1c(=O)[nH]c(=O)n2C
    -3.7%	7
> CS(=O)(=O)N1CC2CCCN2c2cc(C(F)(F)F)ccc21 (stereo unspecified)
    7.7%	2
> CCC(=O)N=c1sc2ccccc2n1-c1ccccc1
    1.7%	-3
> O=C(CCC1CC(=O)Nc2ccccc21)NCc1ccc(F)cc1 (stereo unspecified)
    -0.7%	1
> CCOC(=O)CNC(=O)CN1CCCN(S(=O)(=O)c2ccc(Br)s2)CC1
    .	1

# By substructure, those above with a tert-butyl group (3)
# Second line of a record – GlmU inhibition	Mtb RmlCD inh
> Cc1ccccc1Cn1nc(C)c(NC(=O)c2noc3c2CC(C(C)(C)C)CC3)c1C (stereo unspecified)
    2.5%	-2
> COC(=O)c1sc(-c2ccc(C(C)(C)C)cc2)cc1NC(=O)COCC(=O)O
    -0.4%	-10
> COc1ccc(/C(C)=N/NC(=O)OC(C)(C)C)cc1[N+](=O)[O-]
    7.9%	-1

# (further entries)
# Second line of a record – GlmU inhibition	Mtb RmlCD inh
> O=S(=O)(c1ccc2nc(COc3ccccc3)[nH]c2c1)N1CCOCC1
    -0.1%	26
> COc1cccc(-c2nnc(-c3ccc(C(F)(F)F)cc3)o2)c1OC
    1.5%	.
> CCc1nnc(NC(=O)CSc2nc3ccccc3o2)s1
    1.2%	-6
> Cc1ccccc1CN1CCN(CC(=O)NCc2ccc3c(c2)OCO3)C1=O
    -0.9%	4
> CC(=O)c1ccccc1OCC(O)CN1CCN(C(c2ccccc2)c2ccccc2)CC1 (stereo unspecified)
    0.6%	1
> CC(NC(=O)Cn1cnc([N+](=O)[O-])n1)c1ccccc1 (stereo unspecified)
    0.9%	.
> O=S(=O)(NCc1ccncc1)c1ccc(S(=O)(=O)NCC2CCCO2)cc1 (stereo unspecified)
    0.2%	.
> CCCCc1ccc(N=N/C(C(=O)Nc2cc(OC)c(NC(C)=O)cc2OC)=C(/C)O)cc1
    -1.5%	.
> O=C(O)c1ccc(S(=O)(=O)c2ccc3c(c2)C(=O)N(NC(=O)c2ccc(O)cc2)C3=O)cc1
    1.6%	-10
> O=C(NC1CCCCC1)C(c1ccncc1)N(CC1CCCO1)C(=O)C(F)(F)F (stereo unspecified)
    -3.7%	-11
> Cc1ccc(Nc2nc(N)nc(CN3CCN(c4ccccc4)CC3)n2)cc1Cl
    -2.1%	.
> COCCCNC(=O)CN(c1cccc(Cl)c1C)S(C)(=O)=O
    -6.5%	-8
> COC(=O)C(O)(c1ccc(NC(=S)NC(=O)c2ccc(Cl)cc2Cl)c(C)c1)C(F)(F)F (stereo unspecified)
    3.9%	-15
> Cc1ccc(SCC(=O)NC(=O)Nc2ccc3c(c2)OCCO3)cc1C
    1.9%	4
> Cc1ccc2nc(NCC(=O)O)nc(-c3ccccc3)c2c1
    1.1%	-5
> Cc1nnc(NC(=O)CN2C(=O)c3ccccc3S2(=O)=O)s1
    8.3%	7
> Cc1c(CCOC(=O)C23CC4CC(CC(C4)C2)C3)sc[n+]1Cc1ccccc1
    0.7%	.
> COc1ccc(CNC(=O)C2CCCN2CCc2ccccc2)cc1OC (stereo unspecified)
    -1.9%	7
> Cn1c(=O)oc2cc(S(=O)(=O)N3CCC(C(=O)NCC4COc5ccccc5O4)CC3)ccc21 (stereo unspecified)
    -1.5%	8
> O=C(Nc1ccnc(-c2cccnc2)n1)c1cccs1
    -0.6%	4
> Cc1ccc(S(=O)(=O)N2CCC(C(=O)Nc3nnc(C4CCCC4)s3)CC2)cc1
    5.7%	.
> CC(=O)Nc1ccc(OCC(O)Cn2nc(C)c(Br)c2C)cc1 (stereo unspecified)
    0.1%	.
